Screening data as filed in PubChem.
ADAM17 inh – inhibitors of human ADAM17; P78536; recombinant ADAM17, EDANS/DABCYL FRET peptide cleavage; inhibition, % at 6.95 µM; actives 0.83% (n = 370,000);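 active means inhibition above the mean of compounds lying between control limits plus 3 SD, set per campaign, cut at about 8.5% in these data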;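 further: 0% = DMSO-only wells as the low control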
TDP2 inh – TDP2 (human) inhibition, absorbance primary screen; O95551; recombinant TDP2, T5PNP hydrolysis, p-nitrophenol absorbance 415 nm; inhibition, % at 12.8 µM; actives 0.34% (n = 370,000); AID 720702;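 active means inhibition above the mean of all tested compounds plus 3 SD, set per campaign, cut at about 25% in these data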;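 further: 0% = DMSO with enzyme and 100% = buffer with substrate but no TDP2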
Target sequence (O95551 whole entry, looked up): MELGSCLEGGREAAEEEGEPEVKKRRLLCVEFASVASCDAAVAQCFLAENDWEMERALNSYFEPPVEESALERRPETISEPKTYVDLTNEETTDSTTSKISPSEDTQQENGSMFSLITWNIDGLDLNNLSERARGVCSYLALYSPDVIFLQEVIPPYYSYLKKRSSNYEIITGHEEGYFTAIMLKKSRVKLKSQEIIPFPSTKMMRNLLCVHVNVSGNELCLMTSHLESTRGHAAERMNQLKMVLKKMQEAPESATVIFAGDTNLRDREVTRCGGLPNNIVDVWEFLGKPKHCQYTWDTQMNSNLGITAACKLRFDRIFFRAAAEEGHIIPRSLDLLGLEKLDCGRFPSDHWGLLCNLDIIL
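Material: recombinant human TDP2; quantity: TDP2 enzyme at 120 nM final; medium: Tris-HCl pH 7.5 with MgCl2; compound: single concentration, 12.8 µM nominal, with 1% DMSO; incubation: 2 h enzyme incubation at 37 °C; signal: epi absorbance; measure: percent inhibition; benchmarks: high control without enzyme, low control DMSO plus TDP2; repeats: singlicate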
ASAP1 inh – inhibitors of human ASAP1 ArfGAP activity; Q9ULH1; ASAP1-stimulated ARF1 GTP hydrolysis, GDP FP detection; inhibition, % at 16.5 µM; actives 0.19% (n = 360,000); AID 624377; in the data active means inhibition above about 25%;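 further: 0% = vehicle with enzyme and substrate and 100% = no enzyme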
ADAM10 inh – ADAM10 inhibition, QFRET primary screen; actives 0.62% (n = 370,000); inhibition, % at 7 µM; recombinant ADAM10, EDANS/DABCYL FRET peptide cleavage, 3 h; AID 720582;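 active means inhibition above a per-campaign cutoff equal to the mean of compounds falling between control-based bounds plus 3 SD, cut at about 20% in these data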;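 further: 0% = DMSO wells while the 100% control is not disclosed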
Target sequence (O14672 214-748 limits assumed): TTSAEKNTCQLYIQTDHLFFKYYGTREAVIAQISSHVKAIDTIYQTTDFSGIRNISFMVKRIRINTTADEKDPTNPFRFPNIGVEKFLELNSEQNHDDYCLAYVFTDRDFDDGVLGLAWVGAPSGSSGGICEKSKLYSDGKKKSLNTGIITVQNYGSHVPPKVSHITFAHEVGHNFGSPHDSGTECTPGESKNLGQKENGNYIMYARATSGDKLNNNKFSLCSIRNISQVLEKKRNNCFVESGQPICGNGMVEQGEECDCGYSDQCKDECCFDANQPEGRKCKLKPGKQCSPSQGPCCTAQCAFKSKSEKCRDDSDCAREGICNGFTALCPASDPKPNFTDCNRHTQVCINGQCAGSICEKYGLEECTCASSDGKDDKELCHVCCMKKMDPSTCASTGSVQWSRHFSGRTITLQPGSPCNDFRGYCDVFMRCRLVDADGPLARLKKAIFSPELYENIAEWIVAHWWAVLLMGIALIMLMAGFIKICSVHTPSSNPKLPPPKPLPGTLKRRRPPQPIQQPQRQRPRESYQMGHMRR
KLK7 zymogen act – activators of human kallikrein-7 zymogen; activation, % at 7 µM; actives 0.9% (n = 370,000); P49862; purified proKLK7, EDANS-DABCYL substrate fluorescence; 100% is mature enzyme control, 0% vehicle;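 active means activation above the mean of all tested compounds plus 3 SD, computed per campaign excluding outliers beyond control limits, cut at about 13% in these data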
Tn6 DDE FP – inhibitors of Tn6 peptide binding to human fibrin DD(E); Fibrin DD(E) TRITC-Tn6 fluorescence polarization displacement; P02675; inhibition, % at 8.3 µM; AID 720509; actives 0.21% (n = 370,000);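 active means inhibition above a per-campaign cutoff: mean of compounds within control limits plus 3 SD, cut at about 15% in these data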;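 further: 0% = median of all compound wells on the plate and 100% = blocking peptide control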
DDE Tn7 FP inh – disrupts Tn7 cyclic peptide binding to fibrin D-Dimer-E complex; P02675; FP displacement of FITC-Tn7 peptide from fibrin DD(E); 0% = median of compound wells per plate; inhibition, % at 8.3 µM; actives 0.13% (n = 370,000); AID 720508;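 active means inhibition above the mean of compounds falling within the control limits plus 3 SD of them, cut at about 14% in these data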;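 further: 0% = plate median of compound wells and 100% = 10 µM Aha-Tn7 peptide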
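Assay system: Human fibrin DD(E) protein | Medium: Tris buffer with calcium and detergent, pH 7.8 | Reagent: 0.1 µM fluorescent Tn7 | Compound dosing: Single point at 8.3 µM | Times: 10 min preincubation, 3 h with tracer, room temperature | Detection: Fluorescence polarization of the labelled Tn7 tracer | Controls: Aha-Tn7 high control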
LEDGF integ inh – blocks HIV-1 LEDGF/p75-dependent DNA integration | TR-FRET IN-LEDGF/p75 DNA integration, Eu/Cy5 | inhibition, % at 3.7 µM | actives 0.64% (n = 370,000) | AID 743269;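 active means inhibition above the screen-wide mean plus 3 SD, cut at about 13% in these data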;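 further: signal is the Cy5 over europium emission ratio at 671 and 618 nm; 0% = plate median of compound wells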
PLC-gamma1 inh – PLC-gamma1 (human) inhibition, primary screen. inhibition, % at 12.2 µM. actives 0.84% (n = 370,000). P19174. purified PLC-gamma1, fluorogenic substrate, fluorescence; in the data active means inhibition above about 9.5%
ARFGAP1 inh – inhibitors of rat ARFGAP1. Arfgap1-stimulated ARF1 GTP hydrolysis, GDP FP detection. inhibition, % at 16.5 µM. actives 0.26% (n = 360,000);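 active means inhibition above a per-plate limit, mean inhibition of low control wells plus 3 SD, cut at about 25% in these data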;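 further: 0% = DMSO wells with enzyme and 100% = wells lacking Arfgap1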
Target sequence (Q62848 1-136 limits assumed): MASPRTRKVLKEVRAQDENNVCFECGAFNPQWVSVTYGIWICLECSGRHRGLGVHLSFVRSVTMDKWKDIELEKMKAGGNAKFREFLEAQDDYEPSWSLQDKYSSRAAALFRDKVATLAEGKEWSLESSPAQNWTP
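Material: truncated rat Arfgap1 GAP domain; Incubation: compound-enzyme preincubation 20 min, reaction 120 min, detection 60 min, 25 °C; Read-out: percent inhibition of Arfgap1-stimulated GTP hydrolysis; Technique: FP, GDP Alexa 633 tracer displaced from anti-GDP antibody, 620/688 nm; Controls: No-Arfgap1 wells (100%) versus DMSO full-reaction wells (0%); Replication: single well per compound.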
Active calls of the source: *; x = no result given.

SMILES	ADAM17 inh	TDP2 inh	ASAP1 inh	ADAM10 inh	KLK7 zymogen act	Tn6 DDE FP	DDE Tn7 FP inh	LEDGF integ inh	PLC-gamma1 inh	ARFGAP1 inh
O=C(Nc1ccccc1Cl)Nc1ccnn1C1CCN(C(=O)c2cscn2)CC1	0	-2	9	-6	0.0	-2	-1	2	1	-5
CC1=NN(c2nc(-c3ccc(C#N)cc3)cs2)C(=O)C1	-3	3	-19	-10	0.1	-4	-3	1	-12	10
CCOc1ccc(NC(=O)COc2ccc(C(=O)N3CCC(C(N)=O)CC3)cc2OC)cc1	0	10	7	-3	0.1	0	1	4	1	17
CSCCC(C(=O)OC1CCOC1=O)N1C(=O)c2ccccc2C1=O (stereo not drawn)	-8	3	-1	-7	0.8	-3	7	1	1	7
C=CCn1c(=NC(=O)C2CCCCC2)sc2cc(NC(C)=O)ccc21	-1	-3	-9	-5	1.0	-2	-2	7	2	8
Cc1ccc2oc(=O)c3cc(C(=O)NCc4ccco4)sc3c2c1	-10	4	4	-48	-1.3	-2	5	-4	-4	-1
COc1ccccc1NS(=O)(=O)c1cccc(C(=O)N/N=C(\C)c2ccc(-n3ccnc3)cc2)c1	0	2	6	2	0.1	5	1	1	-4	11
C[C@@H]1CCCCO[C@@H](CN(C)C(=O)CCCN(C)C)[C@@H](C)CN([C@H](C)CO)C(=O)c2cc(N(C)C)ccc2O1	-3	3	-8	-15	0.3	3	3	-2	-18	-12
CCS(=O)(=O)c1nc(S(=O)(=O)c2ccc(C)cc2)c(N2CCC(C)CC2)s1	2	5	-1	5	-0.3	9	5	2	-2	13
CN(Cc1ccccc1)c1cc2c(c3c1ccn3C)C1CCC2O1 (stereo not drawn)	-7	4	5	-41	-1.3	-4	5	-2	-43	3
O=S(=O)(CC(CN1CCOCC1)N1CCOCC1)c1ccccc1 (stereo not drawn)	-3	3	-11	-5	-0.1	-1	2	2	-2	-5
Cc1cc(S(=O)(=O)N(Cc2ccccc2F)C2CC2)ccc1-n1cnnn1	-4	5	2	4	0.7	-5	2	-7	1	6
NS(=O)(=O)c1ccc(N2C(=O)CCCC2=O)cc1	4	-17	2	10	0.3	-3	-8	3	7	6
O=C(CSc1cccs1)Nc1ccc2ccccc2c1	3	-4	5	9	-0.1	-16	-3	4	5	14
COCCNC(=O)c1ccc(CN2CCc3ccccc3C2)cc1	-6	-5	-7	3	0.1	2	7	-6	-1	8
COc1cc(C(=O)OCC(=O)NC2CCS(=O)(=O)C2)ccc1OCc1c(C)noc1C (stereo not drawn)	-1	2	-2	-8	0.1	-1	-1	0	0	-12
Cc1ccc(C(=O)C(C)OC(=O)CCN2C(=O)C3C4C=CC(C5CC45)C3C2=O)cc1 (stereo not drawn)	-1	-20	1	-14	0.0	1	3	-6	0	-8
O=P(c1cccs1)(c1cccs1)c1cccs1	-1	5	-5	9	0.3	0	-1	-2	-1	-10
CS(=O)(=O)N1CCCC(C(=O)Nc2ccc(Br)cc2F)C1 (stereo not drawn)	3	-21	-1	6	0.5	-1	0	5	9	-8
CC(=O)Nc1cccc(OCC(=O)Nc2cccc(S(=O)(=O)N3CCCC3)c2)c1	-1	7	6	5	0.1	2	-1	1	0	6
CC(=O)Nc1ccc2c(c1)Cc1c-2cc(Br)c(N)c1Br	0	0	-2	-11	0.0	-3	5	-19	2	-11
COc1cc(C(=O)NCc2ccc3c(c2)OCO3)c([N+](=O)[O-])cc1OC	-1	18	-3	1	-0.5	5	-5	0	3	-4
NNC(=O)CNC(c1ccccc1)c1cc(Br)ccc1NC(=O)c1ccccc1Br (stereo not drawn)	1	-8	12	14	0.1	-2	-2	-3	-2	9
COc1ccc(CNC(=O)CNC(=O)c2cccs2)c(OC)c1	-4	12	5	10	-0.2	-2	6	2	0	0
CC12C=CC3(CN(Cc4ccccc4)C(=O)C3C1C(=O)NC1CC1)O2 (stereo not drawn)	-5	-4	-4	0	-0.2	-1	-2	-1	2	4
O=C(Nc1ccc(C(F)(F)F)cc1)OC1CC2CC1[C@H]1CCCCN1C2 (stereo partly drawn)	-1	8	x	-3	0.0	9	-2	3	-1	x
CCOC(=O)[C@]12CCCC=C1N(Cc1ccco1)C(=O)[C@H](CC(=O)NCC13CC4CC(CC(C4)C1)C3)C2	2	-4	3	10	0.2	2	0	1	2	-10
CCOC(=O)c1ccccc1CN1C(=O)c2ccccc2S1(=O)=O	2	-20	-2	10	0.3	-7	1	1	2	-4
CCOC(=O)Cc1csc(NC(NC(=O)CC)(C(F)(F)F)C(F)(F)F)n1	0	-2	-3	-3	-0.2	3	6	1	-1	9
Cc1ccc(CNC(=O)CN2c3cccc4cccc(c34)S2(=O)=O)cc1	-81	-4	2	-398	2.0	-6	4	-5	-347	7
CCn1c(SCC(=O)NC2CC2)nnc1-c1cccs1	-7	6	12	-13	-0.1	0	11	1	-5	1
O=C(CNC1CCCCC1)Nc1ccc(S(=O)(=O)N2CCCCC2)cc1	1	8	15	3	0.4	8	6	-2	-1	-3
CSc1nc2cc(F)c(F)cc2n1C	-3	-4	-3	-8	0.4	-6	-6	0	1	-3
CCn1nnc(C(=O)O)c1C(=O)O	-3	10	2	-5	0.5	-3	-2	1	4	-12
O=C(c1cc2c(=O)oc3ccccc3c2s1)N1CCOCC1	-4	-4	-12	-14	-0.1	1	1	0	1	10
CC(=O)/C=C1\OCc2ccccc21	2	-4	5	-16	-1.2	4	7	2	5	1
O=C(COC(=O)c1ccc(=O)n(Cc2ccccc2)n1)Nc1ccc2c(c1)OCCO2	-1	12	-11	-4	0.4	1	3	0	1	-8
NC(=O)c1cccc(N=Cc2cc(Cl)cc(Cl)c2O)c1	-12	13	16	-27	0.1	-5	4	-1	-23	8
CCCCCCCC(=O)NC(Nc1ccc(S(N)(=O)=O)cc1)C(Cl)(Cl)Cl (stereo not drawn)	2	5	7	15	-0.7	-1	-4	-1	2	4
COc1ccc(OC)c(CC(=O)NC(c2ccccc2)c2ccccc2)c1	-4	6	-4	7	0.2	1	2	-2	-1	6
CCOC(=O)c1sc(N)c(C#N)c1CSc1nc2ccc(OCC)cc2[nH]1	4	-16	0	18	-0.3	-3	2	2	13*	10
COc1cc(/C=C2/C(=O)CNC2=O)ccc1O	-1	3	-12	-1	-0.1	0	4	-5	5	-8
NC(=O)c1cc(Sc2ccccc2)nc2ccccc12	2	-9	11	-5	0.0	0	3	-2	-6	2
O=C(CCCn1c(=O)[nH]c2cc(Cl)ccc2c1=O)NCC1CCCO1 (stereo not drawn)	-4	-7	7	2	-0.9	-2	-1	1	-2	0
COc1ccc(Nc2nccc3c2nnn3C)cc1	-2	-5	4	2	0.5	6	-9	-1	-6	-1
Cc1ccc(NS(=O)(=O)c2cc(C(=O)N3CCCC3)ccc2C)cc1C	2	-8	-7	-1	0.0	-2	-3	-3	-1	1
O=[N+]([O-])c1cccc2c1ccc1ncccc12	-1	-2	-7	-2	-0.6	0	-2	-2	3	-1
CC(C)C(O)(C(=O)NNc1ccccc1)C(C)C	-2	8	-20	-1	-0.6	4	2	-2	-1	7
CCCCOc1ccc(C(=O)NCC(=O)OC2CCOC2=O)cc1 (stereo not drawn)	-2	4	-5	7	0.0	4	6	1	2	2
O=C(CC1C(=O)NCCN1Cc1ccc(Cl)c(F)c1)NCC1CCOCC1 (stereo not drawn)	-3	-8	-1	-10	0.7	0	4	6	2	4
COc1ccccc1C(=O)N1CCN(C(=O)[C@@H](Cc2ccccc2)NC(=O)[C@H]2O[C@@H](n3cnc(C(N)=O)n3)[C@H](O)[C@@H]2O)CC1	-6	-1	4	-10	0.1	-4	-6	2	-1	7
COc1ccc2c([N+](=O)[O-])c(N3CCOCC3)[nH]c2c1	-31	8	-9	-116	4.3	-5	5	2	-23	-2
COc1ccccc1CN1CCCC(N2CCN(c3ccc(F)cc3)CC2)C1 (stereo not drawn)	-1	5	-8	8	0.6	-3	5	1	-1	4
COc1cc(NC(=O)c2cnc(NCc3ccccc3)nc2C)cc(OC)c1OC	3	-13	11	-4	0.3	-2	4	5	1	9
Cc1ccc(NS(=O)(=O)c2ccc(C(=O)OCC(=O)N3CCCCC3)cc2)cc1	1	-19	1	-18	-0.6	-12	-1	1	4	22
Cc1ccc2[nH]c(C(=O)N3CCN(C(c4ccccc4)c4ccccc4)CC3)cc2c1	0	-7	-6	-2	0.3	-1	10	0	-1	-4
CCC1CCc2c(n(C)c3ccccc3c2=O)O1 (stereo not drawn)	-2	14	-1	-2	0.2	8	5	2	2	-10
CCOC(=O)c1c(-c2ccc(OC)cc2)oc2ccc(O)cc12	-56	0	0	-90	-24	-4	-3	-4	-225	14
O=C1c2ccccc2C(=O)N1CCCc1nc2ccccc2c(=O)n1-c1cccnc1	-5	5	-6	2	-0.1	-4	-3	4	1	1
CCOC(=O)N1CCC(NC(=O)Cc2cn(C)c3ccccc23)CC1	2	-3	-4	-5	0.1	-1	-6	6	3	9

Part of the list above, with values under each structure.
Sequence of screens – ADAM17 inh | TDP2 inh | ASAP1 inh | ADAM10 inh | KLK7 zymogen act | Tn6 DDE FP | DDE Tn7 FP inh | LEDGF integ inh | PLC-gamma1 inh | ARFGAP1 inh
O=[N+]([O-])c1cccc2c1ccc1ncccc12
→ -1 | -2 | -7 | -2 | -0.6 | 0 | -2 | -2 | 3 | -1
CC(C)C(O)(C(=O)NNc1ccccc1)C(C)C
→ -2 | 8 | -20 | -1 | -0.6 | 4 | 2 | -2 | -1 | 7
CCCCOc1ccc(C(=O)NCC(=O)OC2CCOC2=O)cc1 (stereo not drawn)
→ -2 | 4 | -5 | 7 | 0.0 | 4 | 6 | 1 | 2 | 2

The results go on.
SMILES	ADAM17 inh	TDP2 inh	ASAP1 inh	ADAM10 inh	KLK7 zymogen act	Tn6 DDE FP	DDE Tn7 FP inh	LEDGF integ inh	PLC-gamma1 inh	ARFGAP1 inh
CCOc1cc(CNCCCN2CCOCC2)cc(Br)c1OCc1ccccc1Cl	-8	-9	-5	-5	0.0	-3	3	1	-1	5
CCn1c(C(c2ccccc2)c2ccccc2)n[nH]c1=S	6	-4	-7	2	-0.2	8	-2	0	3	-2
Cc1cc(C(=O)COC(=O)c2ccc([N+](=O)[O-])o2)c(C)n1CC1CCCO1 (stereo not drawn)	-1	0	-6	0	0.3	0	5	5	1	4
COc1ccc(NC(=O)c2cccc(N3C(=O)C4C5C=CC(C6CC56)C4C3=O)c2)c(OC)c1 (stereo not drawn)	-2	7	6	10	0.5	-1	-6	4	2	1
